# Assay outcomes: PubChem BioAssay, National Center for Advancing Translational Sciences (NCATS)
# CXXC DNA block = qHTS Fluorescence Polarization Assay for Inhibitors of MLL CXXC domain - DNA interaction; Potency, µM (highest dose often 115 µM), for inactives: at the top dose activity change, negative = inhibition, most hits filed as inhibitors; Histone-lysine N-methyltransferase 2A (Homo sapiens), Q03164; 290,000 compounds, 0.037% hits; MLL-CXXC / FITC-HOXA9 DNA fluorescence polarization; active = well fitted inhibition curve with a large enough effect in the polarisation, with a control signal flat, not every such curve was filed as active; inconclusive = small, poorly fitted or top-dose-only effect, or effect the other way, or a change in a side signal; inactive = no such curve, though single readings can be large or run the other way; the % refers to the polarisation; also: potency is read from the fitted curve at half-maximal effect
#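 Steps: dispense CXXC domain solution (7 uM) → pin compounds or unlabeled HOX-A9 DNA control → 5 min ambient → add FLSN-HOX-A9 solution (50 nM) → spin → 30 min ambient → fluorescence polarization. Tris pH 7.5/NaCl/DTT/BSA buffer.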
# TSHR antagonist = Antagonists of the Thyroid Stimulating Hormone Receptor: HTS campaign | TSHR-expressing cells, TSH-stimulated cAMP HTRF, 2 h; stronger effect = lower value | 330,000 compounds, 0.2% hits | Thyrotropin receptor (Homo sapiens), P16473 | activity change, negative = inhibition, % at 11.5 µM;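 active = activity change below a set negative limit, meaning inhibition stronger than a set level, cut at about -70% in these data; inconclusive = activity change between two set negative limits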; also: % is scaled to controls: 0 for no effect and ±100 for the full control effect
#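 Antagonism was scored as loss of TSH-driven cAMP in TSHR cells, stimulated with 4nM TSH (EC80) for 2 hours at 37 deg C and detected by homogeneous HTRF competition immunoassay.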
# Mito fusion act = qHTS Assay for Small Molecule Inhibitors of Mitochondrial Division or Activators of Mitochondrial Fusion | S. cerevisiae fusion-defective mutant growth rescue, CellTiterGlo 48 h | Potency, µM (top dose mostly 46.1 µM), inactives show at the highest dose growth rescue (activation), actives largely listed as activators | 320,000 compounds, 0.23% hits | AID 485298, 2010;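 also: potency is read from the fitted curve at half-maximal effect; % of control where 0% means no effect; nearly all actives have a fitted effect of over 45% in size; temperature-sensitive fusion mutants such as fzo1-1 at 37 °C on non-fermentable ethanol glycerol medium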
#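 S. cerevisiae fusion-defective temperature-sensitive mutants (e.g. fzo1-1, mgm1-5) grown 48 h at 37C in YPEG (ethanol/glycerol non-fermentable) medium with 23 nl compound per well; growth rescue read as CellTiterGlo luminescence.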
# Menin MLL FP TR = qHTS Assay for Inhibitors Targeting the Menin-MLL Interaction in MLL Related Leukemias: Competition With Texas Red Labeled MLL-derived Mutant Peptide | O00255 | Potency, µM (highest dose often 61.6 µM), for inactives: top-dose FP activity change, negative = inhibition, usual class: inhibitors | 270,000 compounds, 0.23% hits | Menin + Texas Red MLL mutant peptide, fluorescence polarization; active = well fitted inhibition curve with a large enough effect in the polarisation, with a control signal flat, not every such curve was filed as active; inconclusive = small, poorly fitted or top-dose-only effect, or effect the other way, or a change in a side signal; inactive = no such curve, though single readings can be large or run the other way; the % refers to the polarisation; also: potency is read from the fitted curve at half-maximal effect; % of control where 0% means no effect; many of its hits are not listed in these tables
# TCR act = Activators of T cell receptors: qHTS campaign; Potency, µM (series often up to 9.22 µM), inactives show top-dose activation of IL-2 secretion, most hits filed as activators; primary human leukocytes, anti-CD3, IL-2 HTRF, 48 h; 330,000 tested, under 10 active; also: % of control where 0% means no effect
#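 IL-2 produced over 48 hr by a-CD3 bead-stimulated primary human leukocytes exposed to compounds was detected with a homogeneous time-resolved FRET immunoassay, 665nm acceptor signal after 320nm excitation.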
# S-ASM inh = Inhibitors of Secretory Acid Sphingomyelinase (S-ASM): qHTS; Sphingomyelin phosphodiesterase (Homo sapiens), P17405; placental ASM, HMU-PC fluorogenic substrate, 60 min; Potency, µM (series often up to 57.5 µM), for the others: at the highest dose activity change, negative = inhibition, actives largely listed as inhibitors; 340,000 compounds, 0.006% hits; also: potency is read from the fitted curve at half-maximal effect
#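 Fluorogenic HMU-PC substrate (9 uM final) is turned over by placental ASM in 60 min at 37 C after a 10 min compound preincubation. Reaction ended by alkaline stop (pH 10), with fluorescence read at 386/447 nm.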
# TSG101-PTAP inh = qHTS Assay for Iinhibitors of HIV-1 Budding by Blocking the Interaction of PTAP/TSG101 | Tumor susceptibility gene 101 protein (Homo sapiens), Q99816 | Fluorescence polarization, FITC-PTAP peptide / Tsg101 binding | Potency, µM (doses to about 115 µM), inactives show at the highest dose activity change, negative = inhibition, most hits filed as inhibitors | 340,000 tested, under 10 active; active = well fitted inhibition curve with a large enough effect in the main read-out, with a control signal flat, not every such curve was filed as active; inconclusive = small, poorly fitted or top-dose-only effect, or effect the other way, or a change in a side signal; inactive = no such curve, though single readings can be large or run the other way; also: potency is read from the fitted curve at half-maximal effect; % of control where 0% means no effect
#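 Tsg101 binding domain (10 uM final) was mixed with compound and a FITC-labeled PTAP peptide (50 nM final) in HEPES pH 7.5 buffer with NaCl, Tween 20, EDTA and TCEP; fluorescence polarization was read after 20 min at r.t.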
# a7 integrin act = qHTS for Activators of Integrin-Mediated Alleviation for Muscular Dystrophy. Potency, µM (series often up to 38.3 µM), for the others: at the highest dose activation, hits mostly activators. alpha7betagal myoblasts, beta-gal FDG fluorescence, 48 h. 350,000 compounds, 0.064% hits. AID 624291, 2012;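 also: potency is read from the fitted curve at half-maximal effect; 100% = response of the positive control SU9516; nearly all actives have a fitted effect of over 60% in size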
#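 alpha7betagal+/- myoblasts (passage 13, 250/well) treated 48 h at 37C with compounds at 1:260 dilution of DMSO stock. Lysed, then beta-galactosidase activity read as FDG fluorescence (ex 480/em 540) after 30 min, with pre-read for autofluorescence.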
# MBNL1 CUG block = qHTS Assay for Inhibitors of MBNL1-poly(CUG) RNA binding. Muscleblind-like protein 1 (Homo sapiens), Q9NR56. TR-FRET MBNL1-His/biotin-(CUG)12 binding, 665/545 ratio. Potency, µM (top dose mostly 57.5 µM), for the others: at the highest dose activity change, negative = inhibition, most hits filed as inhibitors. 280,000 compounds, 0.036% hits; active = well fitted inhibition curve with a large enough effect in the signal ratio, with a control signal flat, not every such curve was filed as active; inconclusive = small, poorly fitted or top-dose-only effect, or effect the other way, or a change in a side signal; inactive = no such curve, though single readings can be large or run the other way; the % refers to the signal ratio; also: potency is read from the fitted curve at half-maximal effect; % is scaled to controls: 0 for no effect and ±100 for the full control effect
#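 MBNL1-His + Biotin-(CUG)12, cpd titration 92 nM–58 uM; Tb anti-His Ab 0.055 ng/ul, SA-XL665 5 nM (final); 60 min RT; ratiometric 665/545 nm, Ex 340 nm; normalized to buffer and full-complex controls.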
# AT treatment = qHTS Assay for Identifying a Potential Treatment of Ataxia-Telangiectasia. […] A-T fibroblasts, KAP-1 phosphorylation AlphaLISA; neocarzinostatin DNA damage 30 min before lysis. Potency, µM (series often up to 57.5 µM), for inactives: at the highest dose activation, hits mostly activators. 320,000 compounds, 0.19% hits. AID 485349, 2010; also: potency is read from the fitted curve at half-maximal effect; % of control where 0% means no effect; nearly all actives have a fitted effect of over 45% in size
#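 hTERT-immortalized A-T patient fibroblasts ([…]), 500 cells/well in OPTI-MEM, 1% FBS, got compounds for 60 min, then NCS for 30 min at 37C. Lysates were then assayed for phospho-KAP-1 by AlphaLISA (anti-pKAP1 donor, anti-KAP1 acceptor beads), 6 hr at 25C.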
# * hit, by the source's call; ? = inconclusive; . = not tested or not shown; [ ] = dose if it differs, or a comment. Unless noted, calls follow the shape of the dose curve; as a rule, active = well fitted curve in the direction sought with a large enough effect; inconclusive = small, poorly fitted or top-dose-only effect, or another doubt; inactive = no such curve, though single readings can be large; an effect the other way counts as inactive or inconclusive. Not all compounds are listed; the hit share may differ from the screen's.
SMILES,CXXC DNA block,TSHR antagonist,Mito fusion act,Menin MLL FP TR,TCR act,S-ASM inh,TSG101-PTAP inh,a7 integrin act,MBNL1 CUG block,AT treatment
COc1cccc(Oc2nnnn2-c2ccccc2)c1,-1%,-4,-8%,16%,-1%,0%,-1%,?,-3%,7%
CCSC1=C(C#N)C(c2ccccc2OC)CC(=O)N1 (stereo not drawn),4%,-25,0%,20%,-1%[46.1 µM],-4%,-2%,-15%,1%,-5%
O=C(NCCS(=O)(=O)N1CCN(c2ccccc2F)CC1)C1CC(=O)N(c2ccc(F)cc2)C1 (stereo not drawn),4%,11,-3%,?,-1%,1%,-13%,-26%,6%,9%
COc1ccccc1N1C(=O)CC1(C#N)c1ccc(OCc2ccccc2)cc1 (stereo not drawn),16%,-31,?,-3%,0%[46.1 µM],-9%,2%,2%,-4%,2%
CCOC(=O)COc1ccc(S(=O)(=O)NCc2ccncc2)cc1,-5%,-24,6%,-2%,.,0%,1%,?,7%,6%
CCOC(=O)C1CCN(S(=O)(=O)c2ccc3c(c2)CCCN3C(C)=O)CC1,-6%,-8,-2%,4%,4%,4%,-2%,-1%,6%,6%
Cn1c(=O)[nH]c(=O)c2c1nc(Br)n2CCSc1nnnn1-c1ccccc1,-9%,-4,3%,-6%,3%,1%,-7%,6%,1%,5%
CC(=O)c1cccc(NC2c3ncccc3C(=O)N2Cc2ccco2)c1 (stereo not drawn),-3%,16,3%,-10%,13%,3%,0%,-1%,2%,2%
Cc1ccc2nc(NCCO)nc(-c3ccccc3)c2c1,0%,-11,1%,-27%,-2%,.,-4%,-29%,13%,14%
NC(=O)c1cc(S(=O)(=O)N2CC=C(c3ccccc3)CC2)cs1,39%[activator],-4,2%,.,6%,3%,-3%,-1%,-2%,4%
O=C(O)C1CCCCC1C(=O)NCc1ccc(Cl)c(Cl)c1 (stereo not drawn),-2%,-2,4%,0%,4%,-1%,-5%,0%,-9%,2%
Cc1ccsc1-c1nc(CSCC(=O)NCc2ccc3c(c2)OCO3)c(C)o1,0%,-13,5%,-9%,1%,-4%,-1%,5%,16%,2%

# Whole records from above. Order of screens: CXXC DNA block	TSHR antagonist	Mito fusion act	Menin MLL FP TR	TCR act	S-ASM inh	TSG101-PTAP inh	a7 integrin act	MBNL1 CUG block	AT treatment
# CCSC1=C(C#N)C(c2ccccc2OC)CC(=O)N1 (stereo not drawn) is entered as 4%	-25	0%	20%	-1%[46.1 µM]	-4%	-2%	-15%	1%	-5%
# Cc1ccc2nc(NCCO)nc(-c3ccccc3)c2c1 is entered as 0%	-11	1%	-27%	-2%	.	-4%	-29%	13%	14%
# NC(=O)c1cc(S(=O)(=O)N2CC=C(c3ccccc3)CC2)cs1 is entered as 39%[activator]	-4	2%	.	6%	3%	-3%	-1%	-2%	4%
# O=C(O)C1CCCCC1C(=O)NCc1ccc(Cl)c(Cl)c1 (stereo not drawn) is entered as -2%	-2	4%	0%	4%	-1%	-5%	0%	-9%	2%

# The listing continues:
SMILES,CXXC DNA block,TSHR antagonist,Mito fusion act,Menin MLL FP TR,TCR act,S-ASM inh,TSG101-PTAP inh,a7 integrin act,MBNL1 CUG block,AT treatment
COc1ccc(C2CC(c3ccc(Cl)cc3)=NN2C(C)=O)cc1 (stereo not drawn),7%,-6,0%,?,.,-2%,3%,-7%,8%,-3%
CN1CCN(C(=O)C2CC(=O)N(c3ccc(F)c(Cl)c3)C2)CC1 (stereo not drawn),1%,-3,0%,1%[11.7 µM],5%,3%,1%,-19%,-5%,1%
O=C(N/N=C/c1cc(Br)c(Br)o1)c1cccnc1,-11%,-5,4%,-18%,4%[46.1 µM],-3%,-11%,-39%[inhibitor],?,-11%
Cc1cc2c(c(=O)o1)C(C13C=CC(CC1)C3)C(C#N)=C(N)O2 (stereo not drawn),-5%,-12,-2%,-13%,-73%,2%,-8%,-29%,1%,14%
Cc1ccc(-c2csc(C3=C(O)CN(NC(=O)c4ccc([N+](=O)[O-])cc4)C3=N)n2)cc1,0%,2,-6%,?,-4%,-5%,-2%,?,2%,2%
CC(=O)Nc1ccc2nc(NC(=O)COc3ccccc3)sc2c1,2%,3,5%,13%,1%,3%,-5%,-10%,-1%,-1%
O=C(CN1CCC(c2nc3ccccc3s2)CC1)NCc1ccccc1,2%,-6,-3%,-14%,-3%[46.1 µM],2%,-1%,-32%,2%,-4%
CCOC(=O)c1c(NC(=O)CSc2nnc(-c3ccccc3)o2)sc(C(C)=O)c1C,29%,-37,3%,0%,2%,-6%,5%,-17%,7%,-3%
COCCN(C(=O)c1csnn1)C(C(=O)NC1CCCCC1)c1ccc(Cl)cc1 (stereo not drawn),6%,7,7%,?,1%,3%,-1%,22%,-6%,3%
Cc1cccc(-c2ccc3c(c2)C2CC3CCN2)c1 (stereo not drawn),.,.,.,.,6%,2%,-3%,-33%,.,.
COc1ccc(C2CC(=O)c3sc(NC(C)=O)nc3C2)cc1 (stereo not drawn),0%,-5,8%,2%,-2%[46.1 µM],-1%,3%,5%,4%[11.5 µM],2%
CC(OC(=O)c1ccc2ccccc2n1)C(=O)c1ccccc1 (stereo not drawn),-18%,5,-7%,0%,7%,-1%,-2%,14%,30%[activator],-1%
Cc1csc(=O)n1CC(=O)Nc1nc2ccccc2s1,.,12,-1%,.,-4%,4%,-9%,18%,.,-2%
O=C(CCNc1n[nH]c(=O)[nH]c1=O)N/N=C/c1ccc(Cl)cc1,-2%,7,1%,-11%,8%,-2%,1%,-14%,11%,-2%
CC1(C)CC(=O)C(=Cc2cn(-c3ccccc3)nc2-c2ccccc2)C(=O)C1,.,.,.,.,-2%,-2%,-3%,-2%,.,.
COc1ccc(NCc2nnc(SCC(=O)N3CCCc4ccccc43)n2C)cc1,23%,-1,0%,-17%,-32%,-1%,-2%,1%,-7%,-4%
Cc1cccn2c(=O)c(C=NCc3ccco3)c(Nc3ccc(SC(F)F)cc3)nc12,1%,-3,0%,10%,-7%,-3%,1%,11%,5%,5%
CN(C)S(=O)(=O)N1CCC(Oc2cccc(C(=O)NCCCC3CCCC3)c2)CC1,13%,-32,8%,.,5%,2%,0%,-66%[inhibitor],-3%,9%
COc1ccc(N2CCN(Cc3nc4c(c(=O)[nH]c(=O)n4C)n3CC(C)=O)CC2)cc1,-5%,10,0%,2%,1%[46.1 µM],3%,-5%,-2%,-16%,-3%
NS(=O)(=O)c1ccc(CCNS(=O)(=O)c2ccc3c(c2)NC(=O)CO3)cc1,-2%,15,-2%,.,1%,5%,-7%,0%,0%,0%
CCOC(=O)c1c(C)n(-c2ccc(OC)cc2)c2ccc(O)c(CN(C)C)c12,-6%,0,-6%,.,-3%,-1%,-3%,-21%,-6%,4%
CC(C)CNC(=S)N1CCC(C(=O)c2ccc(F)cc2)CC1,-4%,-12,-2%,11%,-1%,1%,1%,-42%,-9%,1%
O=C(Cc1ccc(-n2c(=O)c3ccccc3n(Cc3ccccc3F)c2=O)cc1)NCC1CCCO1 (stereo not drawn),2%,7,4%,-3%,-2%[46.1 µM],5%,-3%,19%,.,-2%
CC[C@H](C)[C@H](NC(N)=O)C(=O)NCCc1ccc(Cl)cc1Cl,6%,-3,-3%,-2%,-3%,0%,0%,2%,4%,-1%
